SMARCA2 activ – SMARCA2 function activation, primary screen; MG213 cells, MMTV-luciferase reporter, dexamethasone, overnight; activation, % at 9.1 µM; 370,000 tested, 1% active; AID 652017; in the data active = activation above about 7.8%;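 note: 0% = vehicle wells and 100% = reference activator wells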
rCAG RNA binder – molecules binding r(CAG) RNA repeats. r(CAG) RNA repeat, TO-PRO-1 dye displacement fluorescence. inhibition, % at 3 µM. 370,000 tested, 1.3% active;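 active = inhibition above the plate cutoff, the mean of all test compounds on that plate plus 3 SD, cut at about 35% in these data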;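 note: 0% = DMSO alone and 100% = 100 µM mitoxantrone as full dye displacement; higher means more dye released from RNA so lower well fluorescence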
ARFGAP1 inhibitor – rat ARFGAP1 inhibition | Q62848 | Arfgap1-stimulated ARF1 GTP hydrolysis, GDP FP detection | inhibition, % at 16.5 µM | 360,000 tested, 0.26% active | AID 651572;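 active = inhibition above a per-plate limit, mean inhibition of low control wells plus 3 SD, cut at about 25% in these data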;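 note: 0% = DMSO wells with enzyme and 100% = wells lacking Arfgap1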
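Material: rat Arfgap1 catalytic domain, aa 1-136; also added: human ARF1(Δ1-17)-GTP substrate; compound dosing: one concentration, 16.5 µM, DMSO 1.26%; incubation: GTP hydrolysis reaction 2 h at 25 °C; measured by: Tracer-displacement fluorescence polarization with EDTA stop, 620/688 nm; evaluation: % inhibition from polarization; repeats: one replicate per compound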
ABHD4 inh – inhibitors of mouse ABHD4 | 370,000 tested, 0.54% active | purified mABHD4, FP-Rh probe fluorescence polarization | inhibition, % at 8.92 µM | AID 720543 | Q8VD66;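 active = inhibition exceeding the mean over every tested compound plus 3 SD, cut at about 30% in these data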;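 note: 0% = plate median of compound wells and 100% = S159A mutant with DMSO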
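Test system: mABHD4 protein | Buffer or medium: HEPES pH 7.0 buffer, 150 mM NaCl, 0.01% Pluronic F-127 | Probe or stimulus: FP-Rh fluorescent activity-based probe, added after compound pre-incubation | Timing: Pre-incubation 45 min, probe exposure 60 min, at 25 °C | Technique: Fluorescence polarization, excitation 525 nm, emission 598 nm, BODIPY TMR filters | Repeats: Single well per compound (singlicate)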
NPR1 activator – GC-A (human) enzyme activation; HEK293 GC-A cells, cGMP TR-FRET, EC30 ANP; 0% at EC30 ANP, 100% saturating ANP; activation, % at 10 µM; P16066; 370,000 tested, 0.14% active; AID 1671463; in the data active = activation above about 40%
Rev-erbA mod – modulates human Rev-erb alpha binding to DNA; Rev-erbα–FITC-DNA binding, fluorescence polarization, 90 min; activity, % at 10 µM; AID 1259318; 370,000 tested, 0.79% active; P20393;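 active = activity above about 14%, limit read from the data; passing the limit was not always enough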;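 note: 0% = DMSO wells with 35 nM protein and 100% = DMSO wells with 750 nM protein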
Target sequence (P20393 whole entry, looked up): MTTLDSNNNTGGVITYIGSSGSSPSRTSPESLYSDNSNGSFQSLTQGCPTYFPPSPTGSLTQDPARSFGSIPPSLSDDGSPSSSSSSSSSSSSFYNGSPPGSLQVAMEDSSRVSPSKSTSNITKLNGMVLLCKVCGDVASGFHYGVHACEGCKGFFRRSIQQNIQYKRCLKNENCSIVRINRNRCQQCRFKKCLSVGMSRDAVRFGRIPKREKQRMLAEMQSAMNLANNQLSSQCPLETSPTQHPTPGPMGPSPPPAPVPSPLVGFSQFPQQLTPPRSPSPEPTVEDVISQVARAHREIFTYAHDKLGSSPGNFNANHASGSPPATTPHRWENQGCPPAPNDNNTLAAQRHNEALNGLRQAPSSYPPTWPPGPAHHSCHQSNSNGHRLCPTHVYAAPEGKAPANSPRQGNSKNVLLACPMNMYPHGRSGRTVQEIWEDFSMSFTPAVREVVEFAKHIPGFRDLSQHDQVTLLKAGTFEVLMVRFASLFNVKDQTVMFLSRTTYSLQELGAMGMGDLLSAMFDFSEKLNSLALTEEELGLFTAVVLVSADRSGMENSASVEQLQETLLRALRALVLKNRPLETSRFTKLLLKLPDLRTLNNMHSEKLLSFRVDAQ
HTRA1 inhibitor – blocks human HTRA1 serine peptidase | Q92743 | recombinant HTRA1, FP-rhodamine activity-based probe, fluorescence polarization | inhibition, % at 5.96 µM | 340,000 tested, 0.5% active; in the data active = inhibition above about 36%;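 note: 0% = enzyme with DMSO and 100% = wells lacking enzyme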
ASAP1 GAP inh – inhibitors of human ASAP1 ArfGAP activity; Q9ULH1; ASAP1-stimulated ARF1 GTP hydrolysis, GDP FP detection; inhibition, % at 16.5 µM; 360,000 tested, 0.19% active; in the data active = inhibition above about 25%;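 note: 0% = vehicle with enzyme and substrate and 100% = no enzyme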
Target sequence (Q9ULH1 325-724 limits assumed): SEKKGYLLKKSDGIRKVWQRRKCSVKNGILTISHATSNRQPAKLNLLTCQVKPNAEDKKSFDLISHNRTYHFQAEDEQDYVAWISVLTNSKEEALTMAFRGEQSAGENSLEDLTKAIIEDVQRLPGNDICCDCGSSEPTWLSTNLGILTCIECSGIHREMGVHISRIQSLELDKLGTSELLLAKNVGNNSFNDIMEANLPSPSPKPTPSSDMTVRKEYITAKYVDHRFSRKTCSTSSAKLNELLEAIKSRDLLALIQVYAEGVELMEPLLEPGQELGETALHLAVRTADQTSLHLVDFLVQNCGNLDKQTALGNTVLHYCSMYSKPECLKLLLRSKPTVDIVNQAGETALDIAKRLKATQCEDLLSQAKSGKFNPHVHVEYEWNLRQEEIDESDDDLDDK
NPR2 activator – GC-B (human) receptor activation. P20594. HEK293-GC-B cells, CNP EC30, cGMP TR-FRET; 0% at EC30 CNP, 100% saturating CNP. activation, % at 10 µM. 370,000 tested, 0.11% active;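 active = activation at 10 µM reaching about 35% in either raw or pattern-adjusted values, limit read from the data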
PG9 binder – binds the HIV-1 gp120 antibody PG9. TR-FRET gp120-PG9 antibody binding. inhibition, % at 6.7 µM. 360,000 tested, 0.43% active. AID 624416; in the data active = inhibition above about 8.5%
* marks the source's active call; other numbers are inactive results; / = not tested or not shown. Outcome played no part in choosing rows; 4.4% or so of the library scored in one or more.

SMILES	SMARCA2 activ	rCAG RNA binder	ARFGAP1 inhibitor	ABHD4 inh	NPR1 activator	Rev-erbA mod	HTRA1 inhibitor	ASAP1 GAP inh	NPR2 activator	PG9 binder
Cc1ccc(NC(=O)C2CCN(c3nc(C)cc(C)n3)CC2)cc1	-4	-4	11	-4	-3	2	-11	-6	1	0.4
Cc1ccc(-n2c(CSc3nc(C)cc(C)n3)nnc2SCC(=O)N2CCCC2)cc1	-3	-10	4	-5	0	7	0	-1	5	2.4
Cc1cc2cc(CNC(=O)c3ccc4c(c3)OCO4)ccc2[nH]1	3	4	3	-1	-1	1	-2	0	7	-2.1
CC1(C)CC(C2N3CC4(C)CN2CC(C)(C3)C4=O)CCO1 (configuration not stated)	-1	-1	1	0	4	1	6	9	-1	-2.2
Oc1ccc(/C=N/n2c(C3CCCCC3)n[nH]c2=S)c(O)c1	0	6	8	1	3	-2	-3	-5	-2	-0.8
CCOC(=O)c1c(-c2cccs2)csc1NC(C)=O	-1	3	-12	-17	-2	4	-5	4	1	1.3
FC(F)(F)c1cc(-c2ccco2)nc2ncnn12	1	-3	5	2	-1	-4	0	-11	-4	0.8
Nc1ncnc(Nc2cccc(Cl)c2Cl)n1	2	0	6	8	8	-1	4	5	2	-0.2
CCCC[C@H]1C2CC(OC(=O)Nc3ccc(C(F)(F)F)cc3)C(C2)[C@H]2CCCCN21 (some centres not stated)	-4	2	/	-1	-1	-1	/	/	-3	/
O=C1c2ccccc2C(Nc2ccc(F)c(Cl)c2)N1c1ccccn1 (configuration not stated)	1	4	8	-4	-15	6	-7	6	-15	-0.6
Fc1ccc(C(c2nnnn2Cc2cccs2)N2CCN(C3CCCCC3)CC2)cc1 (configuration not stated)	-3	-5	-11	-1	-9	-1	0	-7	-3	-1.3
NC1=C([N+](=O)[O-])C(c2ccccc2)C2=C(CCCC2=O)O1 (configuration not stated)	0	3	4	3	1	0	5	2	-2	-0.9
O=C(Nc1ccc2c(c1)OCCO2)c1cnccn1	5	2	-7	-3	0	4	5	-7	0	-2.3
NNC(=O)c1oc2nc(-c3ccccc3)cc(-c3ccccc3)c2c1N	-1	12	1	16	-21	-2	47*	-2	-4	2.1
CCC(C)(C)C1CCC2(CC1)NC(=O)N(CC(=O)N1CCN(C(=O)c3ccco3)CC1)C2=O (configuration not stated)	-2	2	1	5	1	-1	0	-2	3	-1.7
COc1ccccc1-c1cn(C(C)(C)C)nc1C	-2	-3	1	-7	1	-1	8	4	0	-1.7
CS(=O)(=O)c1ccc(Cl)c(NC(=O)CSc2n[nH]c(-c3cccs3)n2)c1	0	8	0	-4	-1	3	-6	10	9	-0.8
Cn1cc(/C=C(\C#N)C(=O)Nc2cccc([N+](=O)[O-])c2)c2ccccc21	-2	-1	4	1	1	6	7	0	0	1.4
Brc1cc2c(cc1/C=N/Nc1nc(N3CCOCC3)nc(N3CCOCC3)n1)OCO2	0	-6	-1	4	-4	0	1	10	-2	-2.4
CC1CN(CCC(=O)Nc2ccc3c(c2)CCC3)CC(C)O1 (configuration not stated)	0	-6	-8	0	2	5	-3	-9	-3	1.3
O=C1CC(N2CCN(c3ccc(F)cc3)CC2)C(=O)N1Cc1cccs1 (configuration not stated)	1	-3	0	-7	3	3	-1	-2	-5	-0.3
COC(=O)c1ccc2nc(-c3ccco3)c(Cc3ccsc3)n2c1	-4	26	12	7	10	0	/	3	13	-0.7
O=C1NCCC/C1=N\Nc1ccc(Br)cc1	1	-3	2	4	-2	0	3	5	-16	1.2
CCc1ccc(CNC(=O)CCS(=O)(=O)Cc2ccccc2F)cc1	-3	-5	-9	-7	-1	-1	-7	-8	3	-1.9
CCNC(=O)N1CCN(c2ccc(N3CCN(C(=O)NCC)[C@H](C)C3)c(C)c2)[C@@H](C)C1	0	1	-3	4	3	8	/	5	3	-2.9
Cc1ccc(OCCC(=O)OCC(=O)Nc2ccc(C)c(S(=O)(=O)N3CCOCC3)c2)cc1	-2	5	1	1	2	-3	-6	1	-2	-0.2
COc1cccc(OC)c1C(=O)NNC(=O)c1ccc(F)cc1	0	1	7	-2	2	1	8	-3	2	0.0
c1ccc(C[n+]2csc3ccccc32)cc1	1	1	5	4	6	-1	-18	16	8	1.0
Cc1ccc(-c2nc(C)c(C(=O)O)s2)cc1	11*	0	-9	-1	-2	-7	-4	-19	2	-1.6
COc1ccc(/C=C/C(=O)NC(=S)NNC(=O)Cc2cccs2)cc1	3	14	-1	3	-3	4	8	8	2	1.6
COc1ccc(-c2noc(CCC(=O)N3CCN(c4cccc(C)c4)CC3)n2)cc1	-1	1	-17	0	2	2	2	-1	4	-1.3
O=C1CC2(CCCC2)C(=O)N1CN1CCN(S(=O)(=O)c2cc(F)ccc2F)CC1	0	1	-17	6	2	0	6	0	-6	-0.6
Cc1ccccc1Nc1nc(N)nc(COC(=O)CCNS(=O)(=O)c2ccccc2)n1	-2	9	6	-13	-3	6	-11	2	0	-0.9
O=C(Nc1cc(C(F)(F)F)ccc1N1CCOCC1)c1cncc(Br)c1	-3	-2	6	5	-2	2	-13	-15	6	1.4
Cc1c(NC(=S)N/N=C/C=C/c2ccccc2)c(=O)n(-c2ccccc2)n1C	2	2	3	5	25	-6	10	11	5	-3.9
CCn1c(=O)[nH]c2cc(C(=O)N3CCN(c4ccccc4)CC3)ccc2c1=O	/	/	/	/	1	-1	-1	/	-4	/
CC(C)c1ccc(NC2CCCN(C(=O)c3ccco3)C2)cc1 (configuration not stated)	-1	-5	9	1	2	-6	0	-2	-2	-1.3
COC(=O)[C@]12C[C@H](CC(=O)N3CCCC3)C(=O)N(CCC3=CCCCC3)C1=C[C@H](C(C)(C)C)O[C@@H]2C	1	0	-6	-3	-4	-3	/	-5	-1	-0.2
COc1ccccc1C(c1c(N)n(C)c(=O)n(C)c1=O)C(C)[N+](=O)[O-] (configuration not stated)	-1	-5	1	-3	3	-4	/	8	0	-0.9
CC(C(=O)Nc1ccccc1C(=O)O)n1c(C(F)(F)F)nc2ccccc21 (configuration not stated)	0	4	3	-5	4	4	-1	12	1	-0.7
O=C(Oc1ccc(Cl)c2ccccc12)N1CCCCC1	3	-4	18	-1	0	-2	-10	0	-9	-0.3
CCCCCNC(=O)CCc1ccccc1	-2	-2	9	12	-1	-4	1	9	1	3.8
COC(=O)c1cc(-c2cccc(OCc3ccccc3)c2)c(=O)n2c1CCC2	-1	5	/	-12	1	-2	/	/	-5	/
COc1ccc(C)cc1NC(=S)NC(C)c1ccc(OC)c(OC)c1 (configuration not stated)	0	-8	-8	1	-19	4	-16	-4	-12	-0.4
O=C(COC(=O)c1ccc(S(=O)(=O)N2CCCCC2)cc1)Nc1ccccc1	1	3	8	3	-5	1	-8	7	-3	-0.5
Cn1c(Cn2nnc3ccccc32)nnc1SCC(=O)N1c2ccccc2Sc2ccccc21	-4	-6	-10	4	-8	1	3	1	-2	-0.4
CC(C)COc1cccc(C(=O)NC2(C)CCS(=O)(=O)C2)c1 (configuration not stated)	-1	-6	1	9	-2	-2	1	7	2	-0.2
NC(=O)c1cc([N+](=O)[O-])ccc1N1CCCCC1	2	1	-6	-1	1	6	3	7	1	-2.4
O=C(CCCCCn1c(=O)[nH]c2ccsc2c1=O)NCc1ccc2c(c1)OCO2	0	-4	16	-2	-4	-1	0	-10	-2	0.8
CCCOc1ccc(N2C(=O)CC(NCc3cccs3)C2=O)cc1 (configuration not stated)	0	-4	7	4	1	3	2	-5	4	-2.0
CC(=O)C1=CN(CC2CCCCC2)CCC1=O	-1	3	3	2	-1	-6	2	-7	-2	-0.7
CCC(=O)N(CCc1ccccc1)Cc1cc2cc(C)ccc2[nH]c1=O	-2	0	2	1	-6	-3	11	3	-2	-2.0
O[C@@H]1CN(Cc2cccs2)[C@@H](c2ccccc2)C[C@H]1n1cc(-c2ccc(F)cc2)nn1	-4	1	16	-6	-6	-1	-28	3	-4	1.4
Cc1ccsc1/C=N/NC(=O)c1nnn(-c2nonc2N)c1C(C)C	-1	1	-2	6	1	4	-2	6	1	-2.8
Cc1ccc(Oc2ncccc2C(=O)NCC(=O)O)cc1	0	2	22	8	1	3	-1	5	-1	-3.0
CCNS(=O)(=O)c1ccc(CCC(=O)NCc2ccccc2)cc1	3	-4	0	-1	-1	3	7	-9	1	-3.5
CCn1c(C(=O)NC(C)c2ccc3c(c2)OCCO3)cc2sccc21 (configuration not stated)	-4	-1	-7	-7	0	-6	-6	-2	-13	0.2
C[C@H]1Cn2cnc(C(=O)Nc3ccccc3)c2C(=O)N1	-2	1	3	-9	-3	6	2	4	-3	-0.6
O=C(NCCCNc1ccc([N+](=O)[O-])cc1)C(F)(F)F	-1	-1	18	4	3	6	0	-4	2	-0.5
COc1cc(=O)oc(C=O)c1C	1	-2	6	2	2	6	/	5	9	0.1

Only ARFGAP1 inhibitor, for some of the entries so far:
| structure | ARFGAP1 inhibitor |
| --- | --- |
| NC(=O)c1cc([N+](=O)[O-])ccc1N1CCCCC1 | -6 |
| O=C(CCCCCn1c(=O)[nH]c2ccsc2c1=O)NCc1ccc2c(c1)OCO2 | 16 |
| CCCOc1ccc(N2C(=O)CC(NCc3cccs3)C2=O)cc1 (configuration not stated) | 7 |
| CC(=O)C1=CN(CC2CCCCC2)CCC1=O | 3 |
| CCC(=O)N(CCc1ccccc1)Cc1cc2cc(C)ccc2[nH]c1=O | 2 |

In a second layout: 2 of the compounds above.
structure | SMARCA2 activ | rCAG RNA binder | ARFGAP1 inhibitor | ABHD4 inh | NPR1 activator | Rev-erbA mod | HTRA1 inhibitor | ASAP1 GAP inh | NPR2 activator | PG9 binder
O=C(CCCCCn1c(=O)[nH]c2ccsc2c1=O)NCc1ccc2c(c1)OCO2 | 0 | -4 | 16 | -2 | -4 | -1 | 0 | -10 | -2 | 0.8
CCn1c(C(=O)NC(C)c2ccc3c(c2)OCCO3)cc2sccc21 (configuration not stated) | -4 | -1 | -7 | -7 | 0 | -6 | -6 | -2 | -13 | 0.2

(next part)
SMILES	SMARCA2 activ	rCAG RNA binder	ARFGAP1 inhibitor	ABHD4 inh	NPR1 activator	Rev-erbA mod	HTRA1 inhibitor	ASAP1 GAP inh	NPR2 activator	PG9 binder
O=C(CCc1c[nH]c2ccccc12)Nc1ccc(Oc2cccnc2)cc1	-1	6	0	-9	-4	1	/	15	-8	1.0
O=C(c1ccc2c(=O)n(CCc3ccccc3)c(=O)[nH]c2c1)N1CCN(c2ccc(F)cc2)CC1	-3	2	-1	-3	-3	-7	-9	-3	-2	-0.1
Cc1cc(C(=O)NC2CCC(O)CC2)c(C)o1 (configuration not stated)	-1	4	11	1	-1	-5	0	-9	-2	-1.6
COCCn1c(SCC(=O)Nc2ccccc2OC)nc2c(oc3ccccc32)c1=O	-1	2	-5	-4	-1	-4	-4	-8	4	-0.9
COc1cc(C(=O)COC(=O)c2cnc(C)cn2)ccc1OC(F)F	-2	3	4	1	2	4	7	15	2	0.9
O=C(O)C1=C[C@@H](c2ccc(C(F)(F)F)cc2)C[C@@H](OCc2ccc(CO)cc2)O1	1	7	-5	3	-2	-2	-3	1	3	-0.9
CCn1ncc([N+](=O)[O-])c1C(=O)Nc1nc2cccc(C)c2s1	0	8	14	-6	-2	-1	-1	-13	3	-2.2
CS(=O)(=O)c1ccc2nc(NC(=O)c3ccco3)sc2c1	9.9*	1	-8	-2	-6	-4	-3	-3	-6	-0.3

Bioassay records as filed in PubChem.
